SR-BI DiI-HDL act – activators of SR-BI mediated DiI-HDL uptake, primary screen, ldlA[mSR-BI] CHO cells, DiI fluorescence; activation, % at 12.5 µM; 320,000 tested, 0.096% active; 3 h; 100 = double the neutral-control signal; AID 504775, 2011;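 active = mean replicate activation of at least 60% and every replicate at or above 60%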;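 note: 0% = median plate neutral-control signal and 100% = twice that signal; values of inactives mirror those of a sister screen read the other way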
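Material: SR-BI-overexpressing, LDLR-lacking CHO cells | Dosing: Single compound concentration, delivered by pin transfer | Probe or stimulus: Labelled HDL, 10 µg/mL | Signal: Bottom-read cell fluorescence after medium removal, ex 550/em 595 nm | Schedule: 3 h, 37 °C | Evaluation: HDL uptake via cellular fluorescence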
SR-BI HDL uptake – inhibitors of SR-BI mediated HDL lipid uptake, primary screen, ldlA[mSR-BI] cells, fluorescence, single point; inhibition, % at 12.5 µM; ldlA[mSR-BI] CHO cells, DiI-HDL uptake fluorescence, 3 h; 320,000 tested, 0.96% active; AID 488896, 2010; Scavenger receptor class B member 1 (Mus musculus), Q61009;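 active = mean replicate inhibition of at least 70% and a set share of replicates each scoring 70 or more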;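 note: 0% = median of neutral control wells and 100% = median of positive control wells; values of inactives mirror those of a sister screen read the other way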
Target sequence (Q61009 whole entry, looked up): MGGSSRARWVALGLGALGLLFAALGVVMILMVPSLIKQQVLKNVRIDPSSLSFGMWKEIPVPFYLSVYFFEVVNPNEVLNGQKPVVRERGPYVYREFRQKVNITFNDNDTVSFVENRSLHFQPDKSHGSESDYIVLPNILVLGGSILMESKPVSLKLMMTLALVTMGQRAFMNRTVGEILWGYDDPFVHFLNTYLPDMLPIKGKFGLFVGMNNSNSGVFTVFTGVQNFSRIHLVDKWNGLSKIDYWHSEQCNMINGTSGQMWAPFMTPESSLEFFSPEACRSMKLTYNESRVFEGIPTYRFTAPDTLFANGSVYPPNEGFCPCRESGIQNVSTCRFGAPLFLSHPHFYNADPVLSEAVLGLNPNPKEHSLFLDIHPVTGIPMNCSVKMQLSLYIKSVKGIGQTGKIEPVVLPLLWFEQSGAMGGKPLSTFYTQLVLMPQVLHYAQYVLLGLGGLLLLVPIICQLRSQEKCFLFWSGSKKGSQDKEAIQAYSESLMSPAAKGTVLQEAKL
Arrestin-AP2 inh – inhibitors of beta-arrestin/AP2 binding, primary screen, biochemical, GPCR trafficking, flow cytometry; inhibition, % at 10 µM; 340,000 tested, 0.31% active; FITC-arrestin peptide / GST-AP2 beads; AP2 beta2 appendage carries R879A mutation;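 active = inhibition above a set limit, near 3 SD of compounds lacking own fluorescence, cut at about 54% in these data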;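 note: plate controls were DMSO wells for no effect and 5 µM unlabelled arrestin peptide for full effect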
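System: GST-AP2 R879A glutathione beads. Medium: PBS with 0.05% Tween 20 and 0.1% BSA. Also added: FITC-arrestin peptide, 50 nM. Incubation: 12 min plus 1 h, RT. Measured by: high-throughput flow cytometry of beads, ex 488, em 535 nm. Evaluation: percent drop in bead-associated FITC signal.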
RTF Ca sens inh – cardiac RTF calcium sensitivity inhibitors, primary screen, biochemical, IANBD-TnC fluorescence, EC70 calcium. Troponin I, cardiac muscle (Homo sapiens) + Troponin T, cardiac muscle (Homo sapiens) + …. inhibition, % at 7.15 µM. 340,000 tested, 0.12% active. IANBD-labeled cardiac RTF, Ca2+ fluorescence;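 active = inhibition above the mean inhibition of all tested compounds plus 3 SD, cut at about 17% in these data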;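 note: assay run at fixed EC70 calcium of 1.6 mM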
C-LANA FP – inhibitors of KSHV C-LANA binding to DNA, primary screen, biochemical, fluorescence polarization, FAM-LBS DNA, MBP-C-LANA, single point. Kaposi's sarcoma herpesvirus LANA C-terminal domain (residues 932-1162) DNA binding. inhibition, % at 9 µM. 340,000 tested, 0.078% active;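 active = highest replicate inhibition at or above 60% at 9 µM, even if other replicates fall short; inactive = all replicates below 60% inhibition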;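 note: 0% = neutral control wells and 100% = 4 µM acridine orange control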
Keap1-Nrf2 PPI – Keap1-Nrf2 protein-protein interaction inhibitors, primary screen, biochemical, fluorescence polarization, single point. Keap1 Kelch-Nrf2 peptide fluorescence polarization, 1536-well. inhibition, % at 9.4 µM. 340,000 tested, 0.15% active; in the data active = inhibition above about 12%;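 note: human Keap1 Kelch domain with fluorescein labeled Nrf2 9mer peptide probe; 0% = neutral control wells and 100% = peptide positive control; higher means more block of Keap1 binding to Nrf2 peptide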
PvdQ acylase – P. aeruginosa PvdQ acylase inhibitors, primary screen, biochemical, fluorescence, plate reader and imaging, single point. AID 488965, 2010. purified PvdQ acylase. inhibition, % at 10 µM. 340,000 tested, 0.063% active. PvdQ acylase [Pseudomonas aeruginosa LESB58]; in the data active = inhibition above about 30%, passing the limit was not always enough;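 note: 0% = vehicle neutral wells and 100% = reference inhibitor wells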
PKA-R2B activ – activators of PKA-R2B holoenzyme, primary screen, biochemical, fluorescence polarization, Cy5-IP20, human. cAMP-dependent protein kinase catalytic subunit beta (Homo sapiens) + cAMP-dependent …. PKA-R2B holoenzyme dissociation; R2B truncated from residue 108, S112A mutant; 0% DMSO only, 100% 113 µM cGMP. activation, % at 11.4 µM. 340,000 tested, 0.079% active;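 active = activation above a cutoff set at the mean over all compounds plus 3 SD, cut at about 18% in these data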;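 note: higher means more holoenzyme dissociation and a rise in polarization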
Target sequence (P31323 whole entry, looked up, other chains not shown, the tested form may be a part): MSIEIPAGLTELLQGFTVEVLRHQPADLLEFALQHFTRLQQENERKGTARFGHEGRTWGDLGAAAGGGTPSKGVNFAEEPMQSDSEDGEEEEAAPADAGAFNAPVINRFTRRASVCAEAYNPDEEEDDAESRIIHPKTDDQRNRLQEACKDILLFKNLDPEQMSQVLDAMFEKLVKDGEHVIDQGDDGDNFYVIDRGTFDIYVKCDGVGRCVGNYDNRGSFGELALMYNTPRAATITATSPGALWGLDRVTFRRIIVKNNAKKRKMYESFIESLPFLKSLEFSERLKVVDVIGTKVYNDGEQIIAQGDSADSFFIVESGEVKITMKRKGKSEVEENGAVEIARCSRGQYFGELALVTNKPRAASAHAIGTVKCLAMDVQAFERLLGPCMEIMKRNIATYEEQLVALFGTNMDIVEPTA
NSD2 inh – NSD2 histone methyltransferase inhibitors, primary screen, biochemical, AlphaScreen, single concentration, set 2; Histone-lysine N-methyltransferase NSD2 (Homo sapiens), O96028; AID 743445, 2014; inhibition, % at 12.5 µM; NSD2 peptide methylation, 120 min; 310,000 tested, 0.54% active; in the data active = inhibition above about 50%
DAGLB inh – DAGLB lipase inhibitors, primary screen, biochemical, fluorescence, HTS. Diacylglycerol lipase-beta (Homo sapiens), Q8NCG7. HEK293T DAGLB membrane lysate, EnzChek fluorogenic substrate. inhibition, % at 5.17 µM. 340,000 tested, 0.059% active. AID 504411, 2011; in the data active = inhibition above about 34%;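 note: 0% = enzyme with vehicle and 100% = wells lacking enzyme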
* hit, by the source's call; . = not tested or not shown.

SMILES	SR-BI DiI-HDL act	SR-BI HDL uptake	Arrestin-AP2 inh	RTF Ca sens inh	C-LANA FP	Keap1-Nrf2 PPI	PvdQ acylase	PKA-R2B activ	NSD2 inh	DAGLB inh
O=C(COC(=O)c1ccccc1Br)Nc1cccnc1Cl	-25	25	52	2	-0.3	3	6	-10	1	0
c1ccc(CSc2ccc(-c3cccs3)nn2)cc1	18	-18	-4	-2	0.0	-10	-4	-12	-3	-12
Cc1ccc(C)c(N2CCN(c3ccncc3N)CC2)c1	-6	6	55*	-1	-0.6	0	-1	-1	6	3
COc1ccc(CCNC(=O)C2CC=CCC2C(=O)O)cc1 (configuration not stated)	-3	3	10	-9	-2.3	-3	-14	1	1	-1
Cc1ccccc1OCc1nnc(SCC(=O)O)n1-c1ccccc1	18	-18	8	-4	.	2	7	-8	7	-1
Cc1ccc(-c2nc(=S)c3c(n2Cc2ccco2)CC(C)(C)OC3)cc1	-24	24	18	3	-0.1	-10	12	-3	.	6
N#CCCN(C(=O)COC(=O)c1ccc(S(=O)(=O)N2CCOCC2)cc1)c1ccccc1	22	-22	20	-1	-0.7	-2	-11	-1	-3	2
COc1ccc(-c2cn[nH]c2-c2ccc(OCc3ccc([N+](=O)[O-])cc3)cc2O)cc1	-54	54	1	-3	0.3	1	-6	-4	1	0
CC(C(=O)Nc1ccccc1C(F)(F)F)N1CCN(C)CC1 (configuration not stated)	17	-17	-25	-3	-2.0	-1	-10	-18	2	-1
S=C(NCCc1ccccc1)N1CCCC1	-1	1	14	-2	0.1	-3	-9	4	-3	-4
CCOC(=O)c1cnc2c(C)cc(Cl)cc2c1N1CCN(C)CC1	-27	27	40	-1	0.8	0	17	5	3	-2
O=C(O)c1ccccc1C(=O)OC1CCCC2CCCC21 (configuration not stated)	3	-3	-3	12	-0.9	-3	-14	0	-3	0
CN(CC(=O)NCCCn1ccnc1)S(=O)(=O)c1ccc(Cl)cc1	25	-25	0	-5	2.1	-3	9	-8	18	-5
O=C(Cc1cccc(NC(=O)C2CCN(C(=O)C3CCC3)CC2)c1)Nc1cccc(C(=O)N2CCCC2)c1	-12	12	35	-1	-7.3	-1	8	-5	.	-2
COc1ccc(S(=O)(=O)N2CCCCCC2)cc1C(=O)N(C)Cc1ccc(C)cc1	-21	21	-6	0	2.9	-7	-13	-3	-1	-3
c1ccc(N2CCN(c3ccccc3)C2c2cccs2)cc1	-4	4	4	0	0.7	-10	0	-2	8	0
Oc1ccc2ccccc2c1CN1CCOCC1	1	-1	7	-2	-0.4	1	-5	4	7	1
O=C(NCc1ccccc1)C(=O)NCC1CCCN1S(=O)(=O)c1cccs1 (configuration not stated)	-3	3	6	-6	1.4	7	-6	6	0	-1
COc1ccccc1CNC(=O)COC(=O)c1ccc(S(=O)(=O)N2CCCCC2)cc1	14	-14	0	5	-0.3	-4	-19	-7	7	2
Brc1c(CSc2nncn2-c2ccccc2)nc2sccn12	3	-3	8	-1	-0.5	-2	-15	3	0	-2
CCS(=O)(=O)NCC(c1cccnc1)N1CCN(c2ccc(OC)cc2)CC1 (configuration not stated)	9	-9	-1	2	-0.6	-1	-8	6	0	0
C/C(N)=C(/C#N)C(=O)COC(=O)c1ccccc1C(=O)c1ccc(C)cc1	4	-4	23	4	0.9	-4	-1	8	-2	-1
CC1(C)CC(NS(=O)(=O)c2ccc(Cl)cc2)CC(C)(C)N1	19	-19	-10	6	3.7	0	-4	-1	-3	-3
O=C(c1ccncc1)N1CCN(C(=O)c2ccco2)CC1	31	-31	5	-6	-0.2	2	-8	-1	-4	1
CN(Cc1c(F)cccc1Cl)C(=O)CCc1c[nH]c2ccccc12	.	.	4	6	2.0	-1	-11	13	30	1
CC(=O)N1CCc2c(sc(NC(=O)CCS(=O)(=O)c3ccc(C)cc3)c2C#N)C1	1	-1	18	-7	-0.7	-6	-5	6	2	2
CC(=O)c1cccc(N(C(=O)CNC(=O)c2ccco2)C(C(=O)NCC2CCCO2)c2ccccc2)c1 (configuration not stated)	3	-3	-5	-1	-0.4	7	-3	6	-1	-1
O=C(CN1CCN(CC(=O)Nc2ccccc2F)CC1)Nc1cccc(F)c1	-1	1	3	-7	.	1	-2	4	.	-3
CN(CC(=O)Nc1ccc(F)cc1)C(=O)COC(=O)CN1C(=O)NC2(CCCC2)C1=O	-1	1	5	-1	-0.5	-3	8	-4	-1	-4
CCN1CCN(C(=O)CCc2nc3ccccc3c(=O)[nH]2)CC1	.	.	17	4	3.2	-2	10	-9	0	-1
O=C(Nc1cc([N+](=O)[O-])ccc1N1CCOCC1)c1cccs1	-13	13	6	2	1.4	-5	-1	2	-3	1
COc1ccc(CNC(=O)C[C@H]2C[C@H](C(=O)N3CCOCC3)[C@@]3(C)c4[nH]c5cc(-c6ccco6)ccc5c4CCN3C2=O)cc1OC	-34	34	39	0	-0.5	-4	3	-3	.	1
CCCc1nc2ccccc2n1Cc1ccccc1OC	1	-1	-23	2	-0.6	-3	-11	-5	0	0
NNC(=O)c1ccc(Cn2cc(Cl)cn2)o1	25	-25	13	-1	0.9	-5	0	-5	-2	-1
O=C(Nc1ccccc1N1CCCC1)c1ccccc1Cl	-21	21	-9	-7	-1.4	3	-13	3	4	-5
COc1ccccc1N1CCN(/N=C/c2c(C)nn(-c3ccccc3)c2C)CC1	-37	37	-6	-1	-0.6	-2	-12	-5	34	-6

As a working copy, part of the list above:
SMILES	SR-BI DiI-HDL act	SR-BI HDL uptake	Arrestin-AP2 inh	RTF Ca sens inh	C-LANA FP	Keap1-Nrf2 PPI	PvdQ acylase	PKA-R2B activ	NSD2 inh	DAGLB inh
O=C(Nc1ccccc1N1CCCC1)c1ccccc1Cl	-21	21	-9	-7	-1.4	3	-13	3	4	-5
COc1ccccc1N1CCN(/N=C/c2c(C)nn(-c3ccccc3)c2C)CC1	-37	37	-6	-1	-0.6	-2	-12	-5	34	-6

(listing goes on)
SMILES	SR-BI DiI-HDL act	SR-BI HDL uptake	Arrestin-AP2 inh	RTF Ca sens inh	C-LANA FP	Keap1-Nrf2 PPI	PvdQ acylase	PKA-R2B activ	NSD2 inh	DAGLB inh
CCOc1ccc(NC(=S)Nc2cccc3ccccc23)cc1	-19	19	-2	-1	0.7	2	-9	-2	1	0
CC(=O)Nc1c2c(nn1-c1ccc(C)cc1C)CSC2	32	-32	4	-2	-1.6	-3	17	-2	6	1
CCn1cc(C(=O)N[C@@H](C)C(=O)NCCCO)c(=O)c2cc3c(cc21)OCO3	22	-22	34	-3	1.0	-2	-1	6	-2	-3
COc1ccc(OC)c(N(CC(=O)NC2CC3CCC2C3)S(=O)(=O)c2ccccc2)c1 (configuration not stated)	23	-23	3	-5	-0.9	-3	-13	-10	-6	3
O=C(Nc1ccccc1N1CCCC1)c1ccc([N+](=O)[O-])cc1Cl	-22	22	15	-6	-0.9	-2	-8	8	2	1
NS(=O)(=O)c1ccc(CCNC(=O)C2CCCCC2)cc1	4	-4	2	-1	-1.0	1	-4	-7	2	3
CCN1CCN(c2ccc(S(=O)(=O)N3CCCCC3)cc2NC(=O)c2ccc(C)c(C)c2)CC1	7	-7	-6	-3	-2.2	-2	-11	-6	7	-2
Cc1ccccc1NC(=O)Cn1nnc2c(cnn2-c2ccc(F)cc2)c1=O	3	-3	2	4	-0.4	0	6	2	.	1
CCN(CC)C(=O)[C@H]1C[C@H](CC(=O)NCc2ccc(OC)c(OC)c2)C(=O)N2CCc3c([nH]c4cc(CCC(=O)N(C)C)ccc34)[C@]12C	3	-3	5	-7	2.3	-6	-5	-6	.	-1
CC(C)(/C=N/O)N(O)C=C1C=CC(=O)C=C1	25	-25	19	3	1.0	4	3	-2	-1	-2
Cc1c(NS(=O)(=O)c2cccc(C(=O)NCc3ccc(Cl)cc3)c2)c(=O)n(-c2ccccc2)n1C	-6	6	14	-8	-2.8	0	-2	-5	2	0
COc1cc(NC(=S)NC(=O)C(C)C)ccc1NC(=O)c1cc2ccccc2o1	.	.	33	-8	1.3	2	-1	-11	-5	-2
Cc1cccc(CC(C)NC(=O)CCc2nnc(CCCCc3ccccc3)o2)n1 (configuration not stated)	-32	32	-8	6	0.3	-4	-12	-5	0	2
Cc1cc(C=C2C(=O)c3ccccc3C2=O)c(C)n1-c1ccccc1	-9	9	19	-15	2.0	2	-13	7	9	-5
COc1cc(NC(=O)c2ccc3c(c2)OCO3)c2ncccc2c1	-78	78*	8	1	-0.9	-5	-10	-3	4	-12
CSc1nnc2c(n1)OC(C)=Nc1ccccc1-2	3	-3	-4	-2	0.0	-5	-5	-6	1	2
Cc1cccc(NC(=O)CCNS(=O)(=O)c2cc(Br)cnc2N)c1C	8	-8	2	-1	0.4	0	8	-6	-3	1
CCC1CCCCN1C(=O)c1ccc([N+](=O)[O-])o1 (configuration not stated)	2	-2	1	-8	-0.3	-2	-16	-9	0	-1
O=C(CCSCCC(=O)NCc1ccc(F)cc1)NCc1ccc(F)cc1	0	0	14	1	1.5	-10	8	7	1	-1
CN(Cc1c(C(=O)N/N=C/c2cccc(Cl)c2)nnn1-c1nonc1N)c1ccccc1	4	-4	18	4	0.5	-3	6	-16	-1	-1
CCc1cc(=O)oc2cc(C)cc(OC(C)C(=O)NCc3ccccn3)c12 (configuration not stated)	7	-7	-9	-1	0.6	-6	-10	4	-1	-1
Cc1cc(OCCCn2cnc3ccccc3c2=O)ccc1[N+](=O)[O-]	32	-32	11	0	-0.2	-1	-9	10	4	-4
O=C(CCCSc1nnnn1-c1cccc2ccccc12)c1ccc(F)cc1	-9	9	-4	-2	2.0	1	-11	2	0	-12
Cc1nn(-c2ccc(Cl)cc2)c2sc(C(=O)c3c(N)n(C)c(=O)n(C)c3=O)cc12	.	.	6	2	0.6	1	-4	-4	-1	-3
Cc1ccc(C(=O)N/C(=C/c2ccco2)C(=O)N2CCCCCC2)cc1	.	.	8	4	1.3	1	-5	-2	-2	1
O=C(O)CN1C(c2ccccc2O)Nc2ccc(Br)cc2C1c1ccccc1 (configuration not stated)	-4	4	32	.	-0.1	-6	-10	.	5	.

Assay outcomes: PubChem, several laboratories
